# MT stabilize HCS: microtubule stabilizers in HeLa cells, primary screen, imaging, high-content imaging | HeLa tubulin immunostaining HCS, 24 h; share of cells brighter than vehicle mean+2SD | % tubulin-high responders, % at 10 µM | 200,000 compounds, 0.83% hits | AID 2205, 2009;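 active = plate Z-score above 3 for both tubulin-high and condensed-nucleus cell shares, with cell loss under 80%, at 10 µM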;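 note: anti alpha tubulin signal scored within the nucleus-defined area of each cell; some results filed as inactive read as strong as hits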
# AID2073: inhibitors of Mint1-CaV2.2 protein interaction, biochemical, HTRF (AID 2073). Voltage-dependent N-type calcium channel subunit alpha-1B (Homo sapiens). HTRF protein-protein interaction, Mint1-CaV2.2; higher % means a stronger effect. inhibition, % at 20 µM; hits with a dose series show IC50 in µM. 290,000 compounds, 0.19% hits; in the data active = inhibition mostly above about 51%, no sharp cut-off; note: some results filed as inactive read as strong as hits
# bCat nuc transl: modulators of beta-catenin nuclear translocation, primary screen, imaging, HeLa cells, immunofluorescence, high-content | nuclear translocation activity, % at 5 µM | 190,000 compounds, 0.3% hits | AID 1665, 2009;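 active = nuclear translocation activity above 50% at 5 µM, with a well cell count of 50 or more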;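 note: per-cell ratio of nuclear to cytoplasmic median beta-catenin stain intensity; plate controls were DMSO negative control for no effect and GSK-3 inhibitor IX positive control for full effect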
#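 Test system: HeLa cells, endogenous beta-catenin; Compound: single 5 µM dose plus 0.02–20 µM confirmation series; Times: compound exposure 24 h at 37°C; Signal: fluorescence imaging of beta-catenin antibody stain plus DAPI; Read-out: % activation, nuclear-to-cytoplasmic median beta-catenin signal ratio per cell.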
# Autophagy mod: autophagy modulators in MEF cells, primary screen, imaging, high-content, MEF GFP-LC3; 190,000 compounds, 0.98% hits; calls only at 10 µM (by protocol); AID 463193, 2010; MEF GFP-LC3 puncta imaging; test concentration mostly 10 µM;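 active = percentage of spot-positive cells more than 3 SD above its plate mean, without a fluorescence outlier flag or 80% toxicity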;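 note: spot-positive cell cutoff set from DMSO-treated cells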
# Yfh1-off respiration: enhancers of respiration in Yfh1-depleted yeast, dose response, Friedreich's ataxia, plus single-dose screen (AID 1465); fold induction at 50 µM, or EC50 in µM where a hit was titrated; 220,000 compounds, 0.074% hits; S. cerevisiae Yfh1-off respiration, WST-1 reduction, 72 h; higher fold induction means a stronger effect;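 active = fold induction of absorbance versus untreated yeast above a set limit, then at least 30% activation at any dose in follow-up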;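 note: activators that raise dye reduction in frataxin-depleted yeast; strong numbers were not always called active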
# Dynein cargo inh: inhibitors of GR-EGFP nuclear translocation, primary screen, dynein cargo transport inhibitor project, imaging, high-content, 3617.4 mouse cells; test concentration mostly 20 µM; stimulated with dexamethasone, 1 µM; active compounds read low; z-score, hits read low; 220,000 compounds, 0.47% hits; AID 1381, 2008;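 active = plate z-score of nuclear minus cytoplasmic receptor signal below a set negative limit, without overly bright fluorescence or cell loss, cut at about -3.5 in these data, passing the limit was not always enough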;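 note: z-score of nuclear minus cytoplasmic ring GR-EGFP intensity difference per well; some compounds called inactive have numbers as strong as hits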
#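 Buffer or medium: tet-free medium with charcoal-stripped serum / Also added: dexamethasone agonist, 1.0 µM final, for 30 min / Timing: induction 48 h, compound 1 h, agonist 30 min / Measured by: high-content fluorescence imaging after fixation / Read-out: nuclear-to-cytoplasmic GR-EGFP distribution per well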
# Insulin prom up: insulin promoter activators in MIN6 cells, imaging, high-content screening, mouse beta cells | MIN6 insulin promoter-GFP reporter; active compounds read high | z-score at 5 µM | 190,000 compounds, 0.3% hits | AID 1625, 2009;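 active = z-score above 3 at 5 µM with at least 500 cells counted in the well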
# WT yeast gro inh: growth inhibition of WT strain, primary screen, mitochondrial fusion inhibitor project, WT and mutant strains, chemical genetic. inhibition, % at 10 µM. 190,000 compounds, 2.1% hits. mitochondrial fusion phenotypic screen; in the data active = inhibition above about 58%; tested in S. cerevisiae
# HIV peptide binding: inhibitors of HIV fusion peptide binding, primary screen, biochemical, uHTS, fluorescence dequenching (AID 1986). one-dose inhibition, % at 20 µM; IC50 in µM for titrated hits. 290,000 compounds, 0.3% hits. cell-free peptide binding, fluorescence dequenching, 30 min; higher % means a stronger effect; in the data active = inhibition mostly above about 52%, no sharp cut-off; inactive = mostly below about 76%; note: some results filed as inactive read as strong as hits
# WT yeast gro inh mutant strain: also measured in WT yeast gro inh; calls as there; inhibition, %; mitochondrial fusion phenotypic screen, mutant strain inhibition
# Dynein cargo inh cytoplasmic EGFP: further read-out of Dynein cargo inh, marked with its call; z-score; measured here: cytoplasmic GR-EGFP intensity; active compounds read high
# Dynein cargo inh nuclear GR-EGFP: recorded beside Dynein cargo inh, whose call it bears; z-score; measured here: nuclear GR-EGFP intensity;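 lower value marks the stronger effect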
# Dynein cargo inh cell count: also measured in Dynein cargo inh; calls as there; z-score; measured here: cell count per field
# Insulin prom up cell count: further read-out of Insulin prom up, marked with its call; cell count; measured here: cytotoxicity, nuclei count;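 total cells summed across four imaged fields per well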
# bCat nuc transl cell count 5 µM: second read-out of bCat nuc transl, no call of its own (marks repeat the call); cell count; measured here: cell count, cytotoxicity flag
# MT stabilize HCS Hoechst-high %: also measured in MT stabilize HCS; calls as there; % Hoechst-high responders; measured here: nuclear condensation Hoechst responders;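 share of cells brighter than vehicle mean plus two SD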
# MT stabilize HCS cytotoxicity %: further read-out of MT stabilize HCS, marked with its call; toxicity, %; measured here: cytotoxicity by cell density;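 0% = mean cell density of plate MIN control wells and 100% = no cells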
# Autophagy mod cell loss 18 h: further read-out of Autophagy mod, marked with its call; toxicity, %; measured here: cell loss, nuclei count;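 cell loss after 18 h compound exposure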
# Active calls of the source: *; i = inactive; . = not tested or not shown.
SMILES,MT stabilize HCS,MT stabilize HCS Hoechst-high %,MT stabilize HCS cytotoxicity %,AID2073,bCat nuc transl,bCat nuc transl cell count 5 µM,Autophagy mod,Autophagy mod cell loss 18 h,Yfh1-off respiration,Dynein cargo inh,Dynein cargo inh cytoplasmic EGFP,Dynein cargo inh nuclear GR-EGFP,Dynein cargo inh cell count,Insulin prom up,Insulin prom up cell count,WT yeast gro inh,WT yeast gro inh mutant strain,HIV peptide binding
O=C(O)C1CCC(N2C(=O)C3C4CCC(C4)C3C2=O)CC1 (stereo not drawn),3.0,1.9,3.0,5%,-1.2,976,i,-42,i,-0.92,-0.33,-0.39,0.83,-0.11,1415,2,8,-1.9%
CCn1cc(C(=O)OCC(=O)Nc2cccc(S(=O)(=O)N3CCOCC3)c2)c(=O)c2ccc(C)nc21,1.1,1.0,6.9,-3%,-3.9,1035,i,-10,i,-1.1,-0.23,-0.45,0.62,.,.,18,22,-0.4%
C=CCn1c(=N)n(CC(O)COc2ccc(OC)cc2)c2ccccc21 (stereo not drawn),7.7,1.6,8.6,3%,-0.9,1122,.,.,i,0.13,0.13,0.47,-1.5,-0.13,1113,11,-4,0.6%
CN(C)c1nc(C(=O)NN)nc(N(C)C)n1,1.7,1.7,13,-5%,1.6,1094,i,-8,i,-0.53,-0.2,-0.38,0.39,0.1,881,-1,-4,-1.7%
CCOc1cc(C2NC(=S)NC(C)=C2C(=O)Nc2ccc(OC)cc2)ccc1O (stereo not drawn),3.8,3.8,6.8,-8%,-2.9,510,i,0,i,0.58,-0.29,0.46,-0.51,-0.15,1065,-2,-1,-0.4%
NC(=O)c1nn(-c2ccccc2)nc1NC(=O)CSc1nnnn1-c1ccc(Cl)cc1,4.3,3.9,7.2,11%,-4.2,610,i,-11,i,-0.58,-0.3,-0.6,0.87,-0.23,1438,-6,-8,2.2%
COc1cccc(Nc2ncnc3c2cnn3-c2cccc(C)c2)c1,2.5,2.3,0.6,16%,-1.6,996,i,2,i,1.2,-0.2,0.97,-0.94,0.76,1251,-12,-13,-1.0%
O=S(=O)(c1cccc2nonc12)N1CCN(c2ccc(F)cc2)CC1,1.4,1.1,2.2,4%,1.2,1504,i,-6,i,1.8,0.044,1.7,-2.4,0.1,1567,8,-6,-0.3%
CC(=O)c1c(C)nc(-c2ccccc2)nc1NC(=O)Cc1ccccc1,1.3,1.3,9.8,-6%,0.4,1525,i,18,i,0.28,-0.23,0.45,-0.5,0.29,1426,19,17,0.3%
COc1ccc(C(=O)Nc2ccc(C)cc2C(=O)c2ccccc2)c(OC)c1,2.8,4.2,7.4,-4%,0.4,1051,i,-17,i,-0.14,-0.0093,0.018,-0.37,-0.27,1364,43,1,2.1%
CC(Oc1cccc(Cl)c1)C(=O)Nc1ccc([N+](=O)[O-])cn1 (stereo not drawn),6.8,1.0,2.1,0%,.,.,i,2,i,0.14,-0.22,0.2,0.92,-0.18,1355,26,23,1.8%
COc1ccc(Cl)cc1CN1CCOCC1,.,.,.,4%,0.2,1367,.,.,i,-0.13,-0.24,0.59,-0.71,0.38,1013,.,.,0.8%
C=CCNC(=O)c1onc(CSc2ccccc2)c1C(=O)O,3.4,1.2,3.3,-1%,-1.3,1396,i,-2,i,0.22,-0.23,-0.64,0.5,-0.11,1544,-5,8,3.7%
COc1ccc2nc(NC(=O)c3ccc(-c4cccc([N+](=O)[O-])c4)o3)sc2c1,4.9,1.7,6.2,16%,1.5,961,i,-1,i,0.67,-0.16,0.42,-0.27,-0.24,1415,24,-4,-3.5%
O=C(NCc1ccccc1)Nc1cccc2ccccc12,3.4,1.8,4.9,1%,0.4,985,i,3,i,-0.058,-0.37,0.25,0.26,-0.44,1262,20,5,0.2%
CC(C)Oc1ccc(C(=O)NC2=NCCS2)cc1,4.4,1.8,7.1,-37%,-0.9,1095,i,5,i,-0.9,-0.22,-0.4,0.63,.,.,-12,4,-0.1%
Cc1ccc(S(=O)(=O)NC2CCCCC2)c(C)c1NS(C)(=O)=O,3.4,2.6,10,-5%,1.0,1527,i,-9,i,-0.017,-0.3,0.3,0.56,-0.43,1430,-11,2,-1.7%
CC(C)CN(C(=O)COC(=O)c1ccccc1SCC(=O)NC1CCCCCC1)C1CCS(=O)(=O)C1 (stereo not drawn),4.3,2.3,12,-9%,-1.3,1209,i,11,i,0.42,-0.26,0.13,0.32,1.4,1598,-6,1,-2.3%
O=C(COC(=O)Cc1cccs1)Nc1ccccc1Cl,2.5,1.4,8.6,-8%,-3.4,1129,i,10,i,-0.84,-0.36,-0.051,0.63,-0.53,1377,-9,12,2.2%
Cc1ccc(C)c(S(=O)(=O)N2CCN(CC(=O)Nc3ccc4c(c3)CCC4)CC2)c1,2.7,1.6,6.3,-5%,-0.3,510,i,9,i,0.27,-0.3,-0.23,0.22,-1,1410,49,26,-0.9%
O=C(Cc1ccccc1)Nc1cccnc1,3.1,2.7,7.0,6%,-0.2,1101,i,-6,i,-0.85,-0.29,-0.4,0.87,0.31,1315,-12,0,-0.4%
O=c1c(=O)n2c(nn1Cc1ccc(F)cc1)sc1ccccc12,.,.,.,18%,0.3,1272,.,.,i,0.38,-0.25,-0.064,0.41,-0.25,1044,.,.,-0.2%
CCOc1cc(/C=C2\C(=O)N(Cc3ccc(C)cc3)C(C)=C2C(=O)OC)ccc1O,2.5,0.7,2.8,-45%,-2.1,1419,i,-36,i,-3.3,0.19,-0.92,0.14,-0.19,1534,10,-1,6.4%
O=C(O)/C=C/c1ccccc1[N+](=O)[O-],.,.,.,4%,-4.1,1229,.,.,i,-0.67,-0.12,-0.37,-0.19,-0.73,1350,.,.,0.6%
CC(=O)NS(=O)(=O)c1ccc(NC(=S)NC(=O)CC(C)C)cc1,2.6,1.4,1.2,-2%,-2.5,1024,i,13,i,0.33,-0.021,0.4,0.01,.,.,2,3,-0.6%
Cc1ccc(NC(=O)CSc2nnc(-c3ccccn3)n2N)cc1F,.,.,.,2%,-0.5,1305,.,.,i,0.12,-0.26,-0.0045,0.11,0.91,1058,.,.,-1.2%
CCn1cc(C(=O)O)c(=O)c2cc(F)c(N3CCNCC3)cc21,2.4,3.2,11,-8%,0.7,556,i,6,i,0.32,-0.25,0.35,0.92,.,.,-2,-11,-0.3%
CC1CCCCN1Cc1c(O)ccc2c(=O)c(-c3nc4ccccc4s3)coc12 (stereo not drawn),.,.,.,22%,-0.3,1268,.,.,i,-1,-0.023,-0.56,0.36,-1.1,1402,.,.,11%
O=C(NC(=S)Nc1ncccn1)c1ccccc1Cl,2.4,1.6,5.2,-8%,-2.4,690,i,-12,i,-0.44,-0.17,-0.061,0.56,0.86,1309,-4,0,2.5%
Cc1ccc(O)c(NC(=O)c2cccc(NC(=O)c3ccco3)c2)c1,1.1,0.9,7.8,4%,-1.9,1117,i,-4,i,0.85,-0.058,0.87,-0.81,0.54,853,18,28,-1.0%
